TRPC6 inh – blocks the mouse TRPC6 cation channel; Q61143; HEK293-TRPC6, membrane potential dye, ACh-evoked depolarization; stronger effect = lower value; B-score at 10 µM; hit rate 1.1% among 310,000; AID 2553;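 active means B-score under library mean minus 3 SD, initial fluorescence not abnormally high, positive integrated signal ratio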;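 further: B-score derived from integrated fluorescence ratio over the kinetic read; more negative B-score means stronger inhibition of depolarization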
Platelet DG rel – modulates dense granule release in human platelets; human platelet-rich plasma, SFLLRN dense granule ATP release, luminescence; inhibition, %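 (compounds screened at 7.5 µM in platelet-rich plasma)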; AID 1663; hit rate 0.22% among 300,000;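 active means mean replicate score, as percent of positive control, at or above 50; inconclusive means mean below 50 but at least one replicate at or above 50; inactive means mean and every replicate below 50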
SKKanGAS inh – blocks kanamycin growth of S. pyogenes SKKanGAS strain | inhibition, % at 7.5 µM | AID 1662 | BacTiter-Glo, 6 h | hit rate 1.3% among 300,000;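 active means mean replicate score, as percent of positive control median, at least 50; inconclusive means mean below 50 but one replicate at or above 50; inactive means mean and every replicate below 50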;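 further: strain carries kanamycin resistance gene driven by streptokinase promoter and grows in 40 µg/ml kanamycin; loss of luminescence reflects streptokinase promoter inhibition or plain growth inhibition; 0% = median of DMSO wells and 100% = positive control at its reference dose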
TRPC6 activator – activates the mouse TRPC6 cation channel. HEK293-TRPC6 membrane potential dye fluorescence; stronger effect = higher value. B-score at 10 µM. hit rate 0.13% among 310,000;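 active means B-score of the integrated fluorescence ratio above library mean plus 3 SD, and starting fluorescence ratio within library mean plus 5 SD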;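 further: higher score means more depolarization so channel activation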
MrgX1 antagonist – blocks BAM8-22 activation of human MrgX1 receptor; MRGX1-HEK293 calcium flux, Fluo-4, BAM8-22 antagonism; stronger effect = lower value; B-score at 10 µM; hit rate 1.3% among 310,000; AID 588676;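 active means calcium-response B-score plate-corrected more than 3 library SD below zero, starting fluorescence within 5 deviations, no agonist response on first addition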;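 further: peak minus trough fluorescence over baseline after final BAM8-22 challenge near maximal dose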
MrgX1 ag – human MrgX1 receptor agonism, primary screen; Q96LB2; MrgX1-HEK293 cells, Fluo-4 calcium fluorescence, agonist mode; stronger effect = higher value; B-score at 10 µM; hit rate 0.44% among 310,000; AID 588627;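 active means calcium response B-score plate-corrected fluorescence ratio at least 3 library SD, with starting fluorescence B-score inside 5 SD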
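Material: MrgX1-expressing HEK293 cells / Dosing: compound as first of three additions / Incubation: overnight seeding, then 1 h dark dye loading / Signal: Fluo-4 NW calcium fluorescence / Evaluation: B-scored fluorescence response ratio / Benchmarks: positive and negative control wells on each plate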
TRPC4 block – blocks the mouse TRPC4 cation channel. Q9QUQ5. HEK293 TRPC4beta/mu-opioid, DAMGO-evoked Fluo4 calcium flux; stronger effect = lower value. B-score at 10 µM. hit rate 0.39% among 300,000. AID 2247;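 active means B-score over 3 SD under the library average, no early fluorescence shift, positive overall ratio signal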
Target sequence (Q9QUQ5 whole entry, looked up): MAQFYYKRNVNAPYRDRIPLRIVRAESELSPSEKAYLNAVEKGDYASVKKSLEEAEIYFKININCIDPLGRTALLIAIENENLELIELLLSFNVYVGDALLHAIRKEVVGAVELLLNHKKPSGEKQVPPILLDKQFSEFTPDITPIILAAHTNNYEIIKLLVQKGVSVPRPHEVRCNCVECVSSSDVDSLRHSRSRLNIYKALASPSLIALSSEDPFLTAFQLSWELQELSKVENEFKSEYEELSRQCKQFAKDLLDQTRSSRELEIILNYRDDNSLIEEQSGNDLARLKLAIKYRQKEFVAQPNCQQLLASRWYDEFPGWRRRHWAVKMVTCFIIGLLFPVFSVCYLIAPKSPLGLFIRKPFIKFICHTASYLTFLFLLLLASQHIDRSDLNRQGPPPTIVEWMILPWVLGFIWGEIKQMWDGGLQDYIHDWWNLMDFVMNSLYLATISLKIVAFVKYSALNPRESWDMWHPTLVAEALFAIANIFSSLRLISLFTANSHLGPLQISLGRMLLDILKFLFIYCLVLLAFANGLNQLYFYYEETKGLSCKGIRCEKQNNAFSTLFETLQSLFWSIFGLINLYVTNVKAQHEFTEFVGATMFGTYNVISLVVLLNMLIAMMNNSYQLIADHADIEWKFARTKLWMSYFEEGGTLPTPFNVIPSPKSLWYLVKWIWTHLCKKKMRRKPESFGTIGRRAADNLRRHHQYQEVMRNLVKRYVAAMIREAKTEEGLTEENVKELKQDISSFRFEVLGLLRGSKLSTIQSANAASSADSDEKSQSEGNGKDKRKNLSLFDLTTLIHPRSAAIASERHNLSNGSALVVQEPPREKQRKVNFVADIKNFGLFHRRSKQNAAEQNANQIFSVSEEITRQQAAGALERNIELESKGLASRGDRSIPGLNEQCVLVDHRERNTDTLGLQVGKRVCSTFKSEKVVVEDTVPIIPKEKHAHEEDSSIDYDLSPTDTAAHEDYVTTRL
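Assay system: HEK293 cells with stable TRPC4beta plus mu-opioid receptor expression; Probe or stimulus: DAMGO in two steps, submaximal then maximal; Dosing: single-point compound dosing; Measured by: Fluo4 calcium-dye fluorescence, kinetic read; Read-out basis: B score from integrated Fluo4 fluorescence ratio.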
HIF act – HIF pathway transcriptional activation; hit rate 0.32% among 300,000; U2OS HRE-luciferase reporter, luminescence; normalized: DMSO 0%, desferrioxamine 100%; activation, % at 7.5 µM (by protocol);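 active means mean activation of at least 10% of the iron chelator positive control signal, with at least half of replicates also reaching 10%; inconclusive means mean and replicate majority disagree about reaching 10%; inactive means mean and most replicates under 10%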
RGS4 act – potentiators or activators of RGS4; B-score at 10 µM; hit rate 0.92% among 310,000; HEK293 M3R/inducible RGS4, carbachol calcium flux Fluo4; stronger effect = lower value; AID 463111;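 active means B-score of the integrated calcium signal more than 4 SD below the library mean, with starting fluorescence not abnormally high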;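 further: negative B-score means reduced calcium response which marks RGS4 activation or potentiation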
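System – HEK293 FlpIn-TREx cells, stable M3R, doxycycline-inducible RGS4 · Reagent – ECmax carbachol challenge · Times – compound preincubation 20 min at room temperature before agonist · Technique – Fluo4 fluorescence kinetic imaging of calcium · Measure – B score of integrated Fluo4 ratio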
RGS4 block – inhibitors of human RGS4. P49798. HEK293 M3R/RGS4 inducible, Fluo-4 calcium flux; stronger effect = higher value; triggered by carbachol at its EC20. B-score at 10 µM. hit rate 0.45% among 310,000. AID 463165;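 active means B-score, a plate-corrected calcium signal, over three deviations above library mean, with baseline fluorescence within five deviations of library mean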;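 further: RGS4 expression induced by doxycycline in cells with stable M3 receptor; B-score is computed from the integrated fluorescence ratio over baseline after carbachol; higher B-score means a larger calcium signal and so more RGS4 inhibition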
MrgX1 PAM – human MrgX1 positive allosteric modulation, primary screen; Q96LB2; B-score at 10 µM; MrgX1-HEK293, Fluo-4 calcium flux, FDSS; stronger effect = higher value; hit rate 0.63% among 310,000;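 active means plate-corrected calcium response at least 3 library SD above typical, normal starting fluorescence, not activating the receptor alone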;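 further: compound read alongside a low EC10 to EC30 dose of BAM8-22 agonist; peak minus trough fluorescence over baseline measured at the second addition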
* = called active by the depositor; i = inactive; u = inconclusive; x = no result given. Outcome played no part in choosing rows; overall some 6.1% were active at least once.

SMILES | TRPC6 inh | Platelet DG rel | SKKanGAS inh | TRPC6 activator | MrgX1 antagonist | MrgX1 ag | TRPC4 block | HIF act | RGS4 act | RGS4 block | MrgX1 PAM
CCn1c(SCC(=O)Nc2ncc(C(F)(F)F)cc2Cl)nnc1-c1cccc(C)c1 | i | 1.2 | -0.8 | i | i | i | i | 0.1 | i | i | i
CC(Cc1cccs1)NC(=O)c1cccc(Cl)c1 (centres undefined) | i | 3.7 | -3.7 | i | i | i | i | 1.0 | i | i | i
Cc1cc2ccccn2c1C(=O)Nc1ccc(Cl)cc1 | i | -2.5 | 3.1 | i | i | i | i | 0.3 | i | i | i
O=S(=O)(Nc1ncn[nH]1)c1ccc2ccccc2c1 | i | 1.4 | -3.9 | i | i | i | i | -0.9 | i | i | i
O=C(O)C1Sc2[nH]c(=O)sc2C2c3cc(Cl)ccc3OC(=O)C12 (centres undefined) | i | -5.7 | 8.2 | i | i | i | i | -0.5 | i | i | i
CCC(=O)Nc1ccc(-c2cc(-c3ccccc3)nc(-c3ccc(NC(=O)CC)cc3)n2)cc1 | i | -1.8 | 2.1 | i | i | i | i | -2.2 | i | i | i
O=C1Nc2ccccc2C1C(C[N+](=O)[O-])c1ccccn1 (centres undefined) | i | -9.3 | 9.0 | i | i | i | i | -0.1 | i | i | i
COc1ccc(CNC(=O)C2CCC(CNc3c(N4CCCCC4)c(=O)c3=O)CC2)cc1 (centres undefined) | i | 4.5 | -2.3 | i | i | i | i | -0.4 | i | i | i
Cc1ccc(C)c(N(CC(=O)N2CCCCCC2)S(C)(=O)=O)c1 | i | -1.6 | 1.6 | i | i | i | i | -1.2 | i | i | i
COc1cc(CC(=O)Nc2ccccc2N2CCOCC2)cc(OC)c1OC | i | 7.8 | -11.5 | i | i | i | i | 0.0 | i | i | i
O=C(NCCN1CCOCC1)c1nn2c(c1Cl)NC(c1ccccc1)CC2C(F)(F)F (centres undefined) | i | -0.6 | -10.2 | i | i | i | i | -0.4 | i | i | i
COc1ccc(N=C2S/C(=C\c3cc(C)n(C)c3C)C(=O)N2CC(C)C)cc1 | i | 1.1 | 4.0 | i | i | i | i | -0.6 | i | i | i
COc1ccc(NC(=O)CSc2nc3sc(C)cc3c(=O)n2C)c(OC)c1 | i | -5.3 | 0.3 | i | i | i | i | 0.6 | i | i | i
COc1ccc(C2=NS(=O)(=O)N(C)C(C(=O)N3CCc4ccccc4C3)=C2)cc1OC | i | -3.1 | 6.3 | i | i | i | i | 0.1 | i | i | i
CCN(CC)CCCNC(=O)C1c2cc(OC)c(OC)cc2C(=O)N(C)C1c1cccs1 (centres undefined) | i | -2.8 | -8.2 | i | i | i | i | 0.0 | i | i | i
O=C(N/C(=C/c1cccc(Br)c1)c1nc(=S)[nH][nH]1)c1ccccc1 | i | u | -2.6 | i | i | i | i | 1.6 | i | 7.21* | i
COC(=O)[C@@H]1CC[C@H](C)[C@@H](c2ccc(C)cc2)N1C(=O)c1ccc(/C=N/OC[C@@H](O)COCc2ccco2)cc1 | i | 6.3 | 2.8 | i | x | x | i | 0.2 | i | i | x
CSc1nnc(COc2ccc(C)cc2)n1N | i | 0.1 | 1.5 | i | i | i | i | 0.9 | i | i | i
O=C(CN1CCOCC1)Nc1ccc2c(c1)OCO2 | i | 8.9 | -5.4 | i | i | i | i | 0.0 | i | i | i
Cc1cccc(CCNC(=O)CCS(=O)(=O)c2cc3c(cc2C)NC(=O)CO3)c1 | i | 0.7 | 0.1 | i | i | i | i | 0.4 | i | i | i
Cc1ccc(-n2nc3c4c(cccc4c2=O)-c2ccccc2-3)cc1 | i | -2.5 | 9.2 | i | i | i | i | -2.8 | i | i | i
CC(=O)NC1N=C(C)N(c2ccccc2)C1=O (centres undefined) | i | 16.7 | -0.8 | i | i | i | i | -0.1 | i | i | i
CC(=O)Nc1ccc(NC(=O)COC(=O)c2ccc(C)s2)cc1 | i | -4.2 | 13.9 | i | i | i | i | 0.2 | i | i | i
CCOc1ccc(NC2=NCCC(=O)N2Cc2cccs2)cc1 | i | 7.3 | 3.7 | i | i | i | i | 0.2 | i | i | i
CCC(=O)OCC(=O)N=c1sccn1Cc1ccccc1Cl | i | 7.9 | -6.3 | i | i | i | i | -0.6 | i | i | i
Cc1cccc(N2CCN(c3ccc(N4C(=O)CCCC4=O)cc3[N+](=O)[O-])CC2)c1C | i | 6.1 | 16.5 | i | i | i | i | 0.4 | i | i | i
COc1ccc(N(CC(=O)Nc2c(C)n(C)n(-c3ccccc3)c2=O)S(=O)(=O)c2ccc(C)cc2)cc1 | i | 3.8 | 2.5 | i | i | i | i | -0.3 | i | i | i
COCCNC(=O)C(c1ccc(F)cc1)N(C(=O)CCC(=O)Nc1nccs1)c1cccc(C)c1 (centres undefined) | i | x | x | i | i | i | i | x | i | i | i
O=C(O)CCCCCN1C(=O)/C(=C\c2ccc(-c3ccc(Cl)cc3)o2)SC1=S | i | -4.0 | u | i | i | i | i | -0.1 | -11.2* | 35.7* | i
O=C(c1cccc(OC2CCN(C3CCCC3)CC2)c1)N1CCCCCCC1 | i | -12.8 | -1.6 | i | i | i | i | -0.2 | i | i | i
COc1ccc(/C=N\NC(=O)c2ccccc2)cc1COc1ccccc1 | i | 12.8 | -0.2 | i | i | i | i | 0.8 | i | i | i
O=C(CSc1nc2cc(Cl)ccc2s1)N1CCCc2ccccc21 | i | -5.6 | -17.5 | i | i | i | i | -0.5 | i | i | i
O=C(O)CN(c1ccccc1[N+](=O)[O-])S(=O)(=O)c1ccccc1 | i | -0.8 | -6.3 | i | i | i | i | -0.2 | i | i | i
O=[N+]([O-])c1cc([N+](=O)[O-])c(Oc2cccnc2Br)cc1NN1CCCCC1 | i | 5.4 | 7.3 | i | i | i | i | -0.2 | i | i | i
Cc1ccc(S(=O)(=O)N2CCOCC2)cc1NC(=O)CNCc1ccccn1 | i | -4.8 | -6.7 | i | i | i | i | 0.0 | i | i | i
CC(C)NS(=O)(=O)c1ccc(CCC(=O)NCc2ccco2)cc1 | i | 1.1 | -10.1 | i | i | i | i | 0.7 | i | i | i
O=C(Nc1ccccc1)OCCOc1cccc(Br)c1 | i | 1.2 | 5.8 | i | i | i | i | 0.4 | i | i | i
O=C1C2C3C=CC(C3)C2C(=O)N1CN(Cc1ccccc1)CN1C(=O)C2C3C=CC(C3)C2C1=O (centres undefined) | i | 2.4 | 5.1 | i | i | i | i | -0.3 | i | i | i
Cc1nn(-c2ccccc2Cl)c(Cl)c1/C=N/Nc1cccc(C(=O)O)c1 | i | 5.0 | 21.4 | i | i | i | i | -0.7 | i | i | i
O=C(Cn1c(-c2ccccc2)noc1=O)Nc1ccc(S(=O)(=O)N2CCOCC2)cc1 | i | 10.4 | -0.8 | i | i | i | x | -0.1 | i | i | i
Cn1c(=O)c(-c2ccccc2)nc2ccccc21 | i | 4.2 | 9.4 | i | i | i | i | 0.7 | i | i | i
Cc1ccccc1CN(C)CCS(=O)(=O)c1cc(Cl)ccc1Cl | i | -7.2 | 11.4 | i | i | i | i | 0.0 | i | i | i
CC1CN(c2ccnc3cc(Cl)ccc23)CC(C)O1 (centres undefined) | i | 0.4 | -2.5 | i | i | i | i | -1.9 | i | i | i
COc1ccc(-n2c3c(cc(C(=O)N4CCN(CCO)CC4)c2=O)C(=O)CC(C)(C)C3)cc1 | i | -2.9 | -4.7 | i | i | i | i | -0.5 | i | i | i
Cc1ccc(N=Cc2nc(/C=C/c3cccc([N+](=O)[O-])c3)oc2O)cc1 | i | -3.4 | -8.9 | i | i | i | i | 0.1 | i | i | i
CCOC(=O)/C(C#N)=C/c1cccc(F)c1 | i | -1.5 | 3.0 | i | i | i | i | 0.2 | i | i | i
CCn1c2c(c(=N)c3c1CCC3)CCC2 | -7.04* | 12.4 | -2.8 | i | i | i | i | -0.5 | i | i | i
CC(C)(C)c1ccc(S(=O)(=O)NNC(=O)C2CCN(Cc3cccc(F)c3)CC2)cc1 | i | 1.4 | -4.6 | i | i | i | i | 0.4 | i | i | i
C/C(=N\NC(=O)c1ccc([N+](=O)[O-])cc1Cl)c1ccccc1 | i | -7.4 | 1.8 | i | i | i | i | 2.2 | i | i | i
COc1cccc(CN2CCC(Oc3ccc(C(=O)NCc4ccccn4)cc3)CC2)c1 | i | 2.6 | 5.3 | i | i | i | i | -0.2 | i | i | i
O=C1CSCN1c1ccc(Cl)cc1 | i | 5.6 | -10.6 | i | i | i | i | 184.3* | i | i | i
CCOC(=O)/C(C)=N/NC(=O)c1cccc([N+](=O)[O-])c1 | i | -2.7 | 0.1 | i | i | i | i | 0.0 | i | i | i
C/C(=N/NC(=O)CCC(=O)Nc1ccc(Br)cc1)c1ccc(Br)cc1 | i | -2.6 | 1.0 | i | i | i | i | 0.9 | i | i | i
O=C(CCC(=O)N1CCOc2ccccc21)NCc1cccnc1 | i | -12.1 | 3.5 | i | i | i | i | -0.1 | i | i | i
NS(=O)(=O)c1ccc(CCNC(=O)C(=O)c2cn(CC(=O)N3CCOCC3)c3ccccc23)cc1 | i | -5.5 | 1.5 | i | i | i | i | -0.4 | i | i | i
O=C(NNC1=Nc2cc([N+](=O)[O-])ccc2OC1)c1ccccc1Cl | i | 1.2 | 1.1 | i | i | i | i | 0.7 | i | i | i
CC(C)(C)NC(=O)C(c1ccncc1)N(C(=O)CNC(=O)c1ccco1)c1ccc(F)cc1 (centres undefined) | i | 9.3 | 9.4 | i | i | i | i | 0.0 | i | i | i
Cc1ccc(S(=O)(=O)N2C(=O)CCC2C(=O)Nn2cnnc2)cc1 (centres undefined) | i | 4.2 | 0.4 | i | i | i | i | -0.1 | i | i | i
COc1cccc(N(C(=O)Cn2nnc(-c3ccc(F)cc3)n2)C(C(=O)NCC2CCCO2)c2ccc(Cl)cc2)c1 (centres undefined) | i | -5.1 | 4.4 | i | i | i | x | -1.0 | i | i | i
COc1cc(NC(=O)Nc2cccc(C(C)=O)c2)cc(OC)c1OC | i | -3.4 | -6.3 | i | i | i | i | 1.0 | i | i | i
CCN(CC)c1ncccc1C(=O)NCc1cccs1 | i | 10.7 | 4.8 | i | i | i | i | 0.2 | i | i | i
C=CCc1ccc(OCC(O)COCC)c(OC)c1 (centres undefined) | i | 0.5 | -1.3 | i | i | i | i | 1.2 | i | i | i

Compound activity as filed in PubChem BioAssay.
